hcGAS inh = human cGAS inhibition; recombinant h-cGAS, ATP depletion, Kinase-Glo luminescence; inhibition, % at 12.5 µM; actives 0.081% (n = 290,000); AID 1259398;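 note: 0% = vehicle reaction and 100% = reaction without DNA for no activity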
Target sequence (Q8N884 whole entry, looked up): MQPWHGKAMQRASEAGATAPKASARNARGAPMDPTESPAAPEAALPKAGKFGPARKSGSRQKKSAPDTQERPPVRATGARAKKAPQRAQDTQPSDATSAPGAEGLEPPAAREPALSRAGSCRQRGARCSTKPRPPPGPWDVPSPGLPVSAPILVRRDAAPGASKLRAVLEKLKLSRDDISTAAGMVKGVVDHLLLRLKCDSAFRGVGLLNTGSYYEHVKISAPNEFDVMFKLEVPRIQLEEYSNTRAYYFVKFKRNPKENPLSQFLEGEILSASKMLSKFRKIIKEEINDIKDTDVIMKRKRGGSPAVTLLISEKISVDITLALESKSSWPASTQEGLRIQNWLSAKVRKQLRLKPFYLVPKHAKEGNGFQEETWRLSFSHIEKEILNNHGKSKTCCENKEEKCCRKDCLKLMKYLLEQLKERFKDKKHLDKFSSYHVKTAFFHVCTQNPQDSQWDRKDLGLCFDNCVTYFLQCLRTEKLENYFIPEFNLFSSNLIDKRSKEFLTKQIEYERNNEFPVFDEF
NPYLR7 agonist = activates Aedes aegypti NPYLR7 receptor | activation, % at 10 µM | HEK293T NPYLR7/Galpha15, GCaMP6s calcium fluorescence | actives 0.15% (n = 270,000) | AID 1259423; in the data active = activation above about 40%;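 note: 0% = vehicle and 100% = reference agonist at the receptor; some compounds past the cut are filed as inactive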
mcGAS inh = blocks mouse cGAS activity | inhibition, % at 12.5 µM | actives 0.15% (n = 160,000) | recombinant cGAS, Kinase-Glo ATP depletion luminescence | Q8C6L5;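 note: 0% = negative control wells and 100% = reference inhibitor with no enzyme activity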
An asterisk follows results filed as active; . = not tested or not shown; & = joins results of further samples. Cut-off read from the data, not from the text of the source, unless noted: active = inhibition above about 40%; inactive = the rest.

SMILES	hcGAS inh	NPYLR7 agonist	mcGAS inh
COc1cccc(-n2c(-c3ccc(Cl)cc3)cc(C(=O)NC(C)c3ccccc3)c2C)c1 (stereo not drawn)	-4	0	-3
CCCNC(=O)C1(C)CCN(Cc2ccc(-n3ccnc3)cc2)C1 (stereo not drawn)	13	2	.
COCCNc1nc(SC)nc2c1cnn2CCNC(=O)c1ccc(F)cc1F	-3	.	-7
CC(=O)OC(C)(C)C(=O)N1CCN(c2nc3nccc(-c4cccc(C)c4)n3n2)CC1	-8	0	-11
CC1CCc2c(sc3ncnc(NCCN4CCOCC4)c23)C1 (stereo not drawn)	-3	7	-6
Cc1nc(NCc2nncn2CCc2ccccc2)c2cnn(C)c2n1	-6	1	.
CCOc1cc(C2C(C(=O)OCCOc3ccccc3)=C(C)NC3=C2C(=O)CC(c2ccc(Cl)cc2)C3)ccc1O (stereo not drawn)	-7	1	-10
Nc1c2c(-c3cccc(F)c3F)nc(NCCN3CCOCC3)nc2nn1-c1ccccc1	-7	6	.
Cc1cccnc1CN1CCN(Cc2cc3ccccc3o2)CC1	-7	1	-11
CCC(C(=O)NCc1ccco1)n1c(=O)n(-c2ccccc2F)c(=O)c2ccc(Cl)cc21 (stereo not drawn)	-4	-2	-6
COc1ccccc1OCC1CN(C(=O)Cc2c(F)ccc(C)c2F)CCO1 (stereo not drawn)	-2	24	-6
Cc1cc(COC(=O)c2cc3c(s2)CCC(C)C3)no1 (stereo not drawn)	-4	1	.
O=C(Nc1nccs1)c1cn(-c2ccccc2)nc1-c1ccc(Br)cc1	-10	-1	-7
COc1ccc(C(=O)N(Cc2cc(N)ccc2N(C)C)CC2CCCO2)cc1 (stereo not drawn)	-6	4	-7
c1ccc(-c2nc[nH]c2-c2cccn2-c2cccnc2)cc1	1	-2	2

Retrieved one by one from above:
SMILES	hcGAS inh	NPYLR7 agonist	mcGAS inh
CCC(C(=O)NCc1ccco1)n1c(=O)n(-c2ccccc2F)c(=O)c2ccc(Cl)cc21 (stereo not drawn)	-4	-2	-6
COCCNc1nc(SC)nc2c1cnn2CCNC(=O)c1ccc(F)cc1F	-3	.	-7
Cc1nc(NCc2nncn2CCc2ccccc2)c2cnn(C)c2n1	-6	1	.
Cc1cc(COC(=O)c2cc3c(s2)CCC(C)C3)no1 (stereo not drawn)	-4	1	.
COc1cccc(-n2c(-c3ccc(Cl)cc3)cc(C(=O)NC(C)c3ccccc3)c2C)c1 (stereo not drawn)	-4	0	-3
COc1ccc(C(=O)N(Cc2cc(N)ccc2N(C)C)CC2CCCO2)cc1 (stereo not drawn)	-6	4	-7

(list continues)
SMILES	hcGAS inh	NPYLR7 agonist	mcGAS inh
C#CCOCC(O)CN(CC=C)CC(=O)N1CCc2sccc2C1COc1cccc(C)c1 (stereo not drawn)	2	-2	0
Cc1ccc(CN(C)C(=O)CCc2c(C)nc3nc(C(F)(F)F)nn3c2C)c(C)c1	-2	0	-7
NC(=O)c1nc(-c2ccc([N+](=O)[O-])cc2)nc2c1[nH]c(=O)n2-c1ccc(Cl)cc1	10	-4	.
Cc1nc(CN(C)Cc2cc(C)c(C)cc2C)no1	-5	-2	.
C=CCn1c2ccccc2n2c(C(=O)c3ccc(Br)s3)c(C)nc12	-4	-14	.
Cc1ccc(C(NC(=O)C2CCN(CCc3c[nH]c4ccccc34)CC2)c2ccccn2)cc1 (stereo not drawn)	-2	-2	-4
Cc1cc(CNC(=O)C2CCCN(C3CCN(C(=O)C4CC4)CC3)C2)n[nH]1 (stereo not drawn)	-7	5	-14
CN(C)CCNC(=O)C(=Cc1ccc(-c2cccc([N+](=O)[O-])c2)o1)NC(=O)c1ccccc1	-4	0	-7
COc1ccc(CN(C(=O)OC(C)(C)C)C2CCC(C(=O)N3CCOC(COc4ccc(F)cc4)C3)CC2)cc1C (stereo not drawn)	-5	4	-7
O=C(NCC(=O)N1CCN(c2cccc(Cl)c2)CC1)c1ccco1	-8	-8	.
Cn1c(O)c(N=NC(=O)c2ccc3ccccc3n2)c2ccccc21	-2	-5	-6
CCOC(=O)c1ccc2c(c1)nc(SCc1c(F)cccc1F)n2CCc1ccc(OC)cc1	-6	3	-7
O=C(CCc1ccco1)N1CCN(S(=O)(=O)c2ccc(Cl)c(Cl)c2)CC1	-12	15	.
CC(NC(=O)c1csc(-c2ccc(Cl)cc2)n1)C(=O)N(C)C (stereo not drawn)	-12	8	.
Cc1c(C)n2c3c(=O)n(C)c(=O)n(C)c3nc2n1-c1ccc(S(N)(=O)=O)cc1	5	1	-8
CC(=O)O[C@@H](C)C(=O)N1CCN(c2nccc(-c3cccs3)n2)CC1	-4	24	-5
CCCN(CC(=O)Nc1cc(C(C)(C)C)nn1-c1ccc(OC)cc1)S(=O)(=O)c1ccc2ccccc2c1	1	6	-6
O=C(NC1CCCc2ccccc21)C(C1CCCC1)N1CCN(C(=O)C2CC2)CC1 (stereo not drawn)	-9	7	-7
CCC(CNCc1nccn1C)Oc1cccc(F)c1 (stereo not drawn)	-8	4	.
CC(C)CS(=O)(=O)CCC(=O)N1CC2C(C1)C2(C)C (stereo not drawn)	-3	0	-11
Oc1oc(-c2ccc(Cl)cc2)nc1C=Nc1ccc(I)cc1	-3	-3	.
CN(Cc1cnccn1)Cc1cn[nH]c1-c1ccc(-c2ccccc2)cc1	4	1	.
CCc1nc2c(OCCC3CCCCC3)cccn2c1N(C)C(=O)c1ccc(C)cc1	-6	-1	-2
O=C(NCCCn1ccnc1)c1ccc(Cl)s1	-6	3	-7
CCOC(=O)c1c(NC(=O)c2ccc([N+](=O)[O-])cc2)sc(C(=O)Nc2ccccc2F)c1C	-1	-6	-4
CCN(CC)c1ccc(/C=N\NC(=O)COc2nc(C)c(Br)c(COC)c2C#N)cc1	4	-9	2
O=C(O)c1ccc(/C=C2\SC(=S)N(C(Cc3ccccc3)C(=O)O)C2=O)cc1 (stereo not drawn)	4	20	14
CCNC(=O)C1(C)CCCN(Cc2ccc3c(c2)OCO3)C1 (stereo not drawn)	-3	-3	.
Cc1nc(-c2ccccc2)c(C(=O)NCCSc2nncn2C)s1	-1	19	-10
Cn1nnc2c(=O)n(Cc3ccccc3F)cnc21	4	-1	.
Cc1ccnc(N2CCC(Cc3nn(C)c(=O)n3-c3ccccc3)CC2)n1	-4	-1	.
CN(Cc1ccc(Br)cc1)c1ccc(S(N)(=O)=O)cn1	1	1	-1
CC(C)SCC(=O)N1Cc2cnc(-c3ccccc3)nc2C1	6	2	.
CC(C)CN(CCC(=O)O)c1nc(-c2ccc(F)cc2)nc2cc(Cl)ccc12	4	-6	.
COc1ccc(-n2nc([N+](=O)[O-])c(=Nc3ccc(C)c(Br)c3)n2O)cc1	-7	1	.
Cc1cccc(N(CCN2C(=O)c3ccccc3C2=O)C(=O)c2ccccc2Br)c1	-2	-11	-5
Cc1cnc(C)c(N2CCN(Cc3nc(-c4ccc(C)o4)oc3C)CC2)n1	-2	-9	-3
CCC(C)C(NC(=O)c1cccc([N+](=O)[O-])c1)C(=O)Nc1nnc(-c2ccc(F)cc2)s1 (stereo not drawn)	-1	-3	-2
Cc1cc(C)c(S(=O)(=O)N(CC(=O)N(Cc2ccc3c(c2)OCO3)Cc2ccco2)C(C)C)c(C)c1	-12	-10	-6
O[C@@H]1CN(CCCn2cccn2)CC[C@H]1N1CCN(c2ccccn2)CC1	-10	6	.
Cc1nonc1CN(C)C(=O)CC1C(=O)NCCN1Cc1ccoc1 (stereo not drawn)	2	3	-4
C#CCN(CC=C)C(=O)CC(=O)Nc1ccccc1C	1	1	-14
CCC(=O)N1CCC(C2CCN(CCC(C)C)C2)CC1 (stereo not drawn)	2	.	0
CN1CCC(C(=O)N(CC2CCCCC2)C2CC2)CC1=O (stereo not drawn)	-7	10	.
O=C(c1ccccc1)c1ccccc1Nc1nc(-c2ccccc2)c2cc(Br)ccc2n1	2	-5	-2

Compound profiles, as listed above. Values in the order: hcGAS inh, NPYLR7 agonist, mcGAS inh
Results for C=CCn1c2ccccc2n2c(C(=O)c3ccc(Br)s3)c(C)nc12 → -4, -14, .
Results for O=C(NCCCn1ccnc1)c1ccc(Cl)s1 → -6, 3, -7
Results for CCNC(=O)C1(C)CCCN(Cc2ccc3c(c2)OCO3)C1 (stereo not drawn) → -3, -3, .
Results for CCCN(CC(=O)Nc1cc(C(C)(C)C)nn1-c1ccc(OC)cc1)S(=O)(=O)c1ccc2ccccc2c1 → 1, 6, -6
Results for O=C(O)c1ccc(/C=C2\SC(=S)N(C(Cc3ccccc3)C(=O)O)C2=O)cc1 (stereo not drawn) → 4, 20, 14

Back to the main list, repeating the 3 entries before the break.
SMILES	hcGAS inh	NPYLR7 agonist	mcGAS inh
CCC(=O)N1CCC(C2CCN(CCC(C)C)C2)CC1 (stereo not drawn)	2	.	0
CN1CCC(C(=O)N(CC2CCCCC2)C2CC2)CC1=O (stereo not drawn)	-7	10	.
O=C(c1ccccc1)c1ccccc1Nc1nc(-c2ccccc2)c2cc(Br)ccc2n1	2	-5	-2
CCOc1cccc2c1OC[C@@H]1CN(CC(C)(C)O)C(=O)CCN(C(=O)Cc3cccs3)[C@H]21	-3	-1	-6
O=C(Cn1ncc2ccccc2c1=O)N(Cc1cccs1)C1CCS(=O)(=O)C1 (stereo not drawn)	-4	9	.
O=C1CCCN1CCNC(=S)Nc1ccccc1	-4	-1	.
COc1cc(NC(=O)Cn2cnc([N+](=O)[O-])n2)cc([N+](=O)[O-])c1	-6	-4	-4
Cc1nn(-c2ccccc2)c(C)c1C1C2C(=O)CC(C)(C)CC2=Nc2nnnn21 (stereo not drawn)	4	2	.
CN(Cc1ccco1)C(=S)Nc1ccc2c(c1)OC(F)(F)O2	4	0	.
CCc1nn(Cc2ccccc2)c(CC)c1C(=O)N1CCN(CC)CC1	-7	.	-4
c1csc(-c2nc3c(N4CCOCC4)nccc3[nH]2)c1	-3	-4	-5
O=S(=O)(c1ccccc1OC(F)(F)F)N1CCN(c2c3c(nc4ncnn24)CCCC3)CC1	-3	-2	-7
O=C(CC[C@H]1C(=O)OCN1C(=O)OCc1ccccc1)NCCc1c[nH]c2ccc(O)cc12	-8	-6	.
CCCNC(=O)C1(C)CCCN(Cc2ccccc2F)C1 (stereo not drawn)	-7	2	.
CC(C)CC(C)OCCC(=O)Nc1ccc(-c2nncn2C)cc1 (stereo not drawn)	-3	7	.
C=CCOCC(O)CN(Cc1ccc2c(c1)OCO2)Cc1ccc(C)o1 (stereo not drawn)	-4	24	-4
Cc1ccc(-c2nnc(NCCN3CCOCC3)c3ccccc23)cc1	-3	0	.
O=S(=O)(Nc1cc(C(F)(F)F)[nH]n1)c1ccc2c(c1)OCCCO2	-6	7	.
CN(CCN1CCOCC1)C(=O)c1ccc2oc(-c3ccc(C(F)(F)F)cc3)nc2c1	-5	7	.
COc1cc(CNc2ccc(C#N)nc2)cc(Br)c1OC	6	0	.
COc1cc(CSc2c(CC(C)C)cnc3c2c(=O)n(C)c(=O)n3C)cc(OC)c1	-10	7	-9
NC(=NN=C1CCCCCC1)SCn1nnc2ccccc2c1=O	-4	6	.
Cc1cc(CC(C)Nc2nc(CCN)nc3sc(C)c(C)c23)n[nH]1 (stereo not drawn)	-3	0	.
Cc1ccccc1NC(=O)N1CCC2(CC1)SCCN2C(=O)c1ccccc1Cl	-11	-7	-4
COc1ccc(CNC(=O)Nc2ccc(CN3CCOC3=O)cc2)cc1	-6	9	-11
CNc1nc2cnc(Nc3cccc(C(C)=O)c3)cc2n1-c1cccc(F)c1	-3	5	-8
CC(C)(C)n1nc2c(c1NC(=O)c1cc(Br)ccc1Cl)CSC2	-4	-2	-8
CCCCCOc1ccc(C(=O)NCc2ccncc2)cc1OCCCCC	-7	1	-6
C#CCOCC(O)CN(Cc1cccc(Cl)c1)CC1CC(c2ccccc2F)=NO1 (stereo not drawn)	-5	-2	-6
COc1ccc(-c2cc(NC(C)=O)c3ncc(-c4ccccc4)n3c2)c(OC)c1	-5	-5	-9
CS(=O)(=O)c1ccc(-c2ccccc2C(=O)N2CCC3(CC2)OCCCO3)cc1	-1	-7	-3
CN(Cc1cccc(-n2cccn2)c1)C(=O)c1ccc2nc(C3CCCCC3)oc2c1	-8	14	-11
Cc1ccc(Cc2nc(N3CCN(C(=O)c4cc(Cl)cc(Cl)c4)CC3)c3c(-c4cccnc4)noc3n2)cc1	0	20	-6
CCOc1ncccc1-c1cnc(C)[nH]1	-2	2	-3
CCOC(=O)c1c(NC(=O)CNc2ccccc2N2CCCC2=O)sc2c1CCCC2	1	-8	.
CCOc1ccc(-n2ccc(=O)c(C(=O)Nc3ccccc3)n2)cc1	-6	0	.
COc1cccc(CN(CC(O)CN2CCOCC2)CC2CC(c3ccc(Cl)cc3)=NO2)c1 (stereo not drawn)	-3	-2	-4
Cc1ncc(C(=O)NC(Cc2ccccc2)c2ccccc2)s1 (stereo not drawn)	-10	11	-17
O=C(Nc1ccc(-n2nc(OCc3ccc(F)cc3)nc2-c2ccco2)cc1)c1cccs1	6	.	1
Cc1noc(C)c1CN(C)CC(O)c1ccc(S(C)(=O)=O)cc1 (stereo not drawn)	-9	2	.
Fc1ccc(N2CCC(N3CCCC(Nc4ccccc4)C3)CC2)cc1 (stereo not drawn)	4&-9	0&-4	-9
CCOC(=O)C1CCN(C(=O)CCC(=O)c2ccc(SC)cc2)CC1	-5	-7	.
Brc1ccc(-c2cn3c4c(sc3n2)CCCC4)cc1	-2	-5	.
Cc1cc(C)c(S(=O)(=O)N2CCc3nc(-c4ccccc4)nc(N4CC(C)OC(C)C4)c3C2)c(C)c1 (stereo not drawn)	-5	27	-6
CC(C)CN1CC(OCc2cccc(F)c2)CN(C(=O)c2ccoc2)CC1=O (stereo not drawn)	-24	11	-8
CCc1c(C)nc(-c2cccc(C(F)(F)F)c2)nc1N1CCN(C(=O)C2CC2)CC1	-9	26	-3
COCCOC(=O)C1=C(C)NC(C)=C(C(=O)OCCOC)C1c1ccc(-c2ccc(Cl)cc2Cl)o1	-3	-6	-6

Screening results: PubChem, Fisher Drug Discovery Resource Center
